High-throughput results deposited in PubChem BioAssay by Broad Institute.
C diff growth – blocks growth of Clostridium difficile; Clostridium difficile clinical isolate growth, OD600, 24 h; active compounds read low; AID 1259249; 86,000 tested, 0.25% active; growth activity, negative = inhibition, % at 16 µg/mL (by protocol);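 active means mean growth activity at or below -80% and every replicate also at or below -80%; inconclusive means mean at or below -80% but some replicate above -80%; inactive means mean growth activity above -80%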;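 further: 0% = DMSO wells and -100% = levofloxacin 16 µg/mL wells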
KDM4C inh – inhibitors of human demethylase GASC-1 KDM4C; Q9H3R0; GST-KDM4C 2-372, H3K9me3 peptide, LANCE TR-FRET; inhibition, % at 12.5 µM; 96,000 tested, 0.15% active;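 active means mean replicate inhibition above about 25%, with at least 55% of replicates also reaching it, limit read from the data, passing the limit was not always enough; inconclusive means only one of those two conditions met; inactive means neither condition met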
Target sequence (Q9H3R0 2-372 limits assumed): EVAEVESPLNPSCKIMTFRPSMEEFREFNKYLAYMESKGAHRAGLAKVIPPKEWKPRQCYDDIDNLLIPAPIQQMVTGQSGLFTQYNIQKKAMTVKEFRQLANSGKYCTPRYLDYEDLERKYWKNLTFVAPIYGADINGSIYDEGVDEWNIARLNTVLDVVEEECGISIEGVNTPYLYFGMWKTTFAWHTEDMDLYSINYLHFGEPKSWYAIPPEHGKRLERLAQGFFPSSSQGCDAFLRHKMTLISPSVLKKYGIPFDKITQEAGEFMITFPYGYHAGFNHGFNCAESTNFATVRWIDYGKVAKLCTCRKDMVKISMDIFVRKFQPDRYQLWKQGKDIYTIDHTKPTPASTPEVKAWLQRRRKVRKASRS
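Material: GST-tagged GASC-1 (JMJD2C) catalytic fragment, aa 2-372. Input: enzyme final amount 10 nM. Medium: HEPES buffer, pH 7.5, plus ascorbate. Reagent: H3K9me3 peptide substrate, Fe(II), 2-oxoglutarate. Doses: single dose. Times: reaction 30 min RT, detection step 1 h RT. Measured by: LANCE TR-FRET. Evaluation: Fall in 671/618 emission ratio as inhibition.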
Tcruzi prolif – inhibitors of T. cruzi proliferation; T. cruzi beta-gal in NIH3T3, GalScreen luminescence, 90 h; inhibition, % at 8.34 µM; 77,000 tested, 5.9% active; AID 624255;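 active means mean inhibition above about 93%, with at least 55% of replicates each passing it, limit read from the data, passing the limit was not always enough; inconclusive means only one of those two conditions holds; inactive means neither condition holds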
Pf Dd2 growth – P. falciparum Dd2 growth inhibition; 94,000 tested, 2.3% active; SYBR Green, 72 h; active compounds read low; activity change, % at 10 µM; AID 1159554; in the data active means activity change below about -80%; inconclusive means no clear call, values can overlap the other calls
Active calls of the source: *; ? = inconclusive; . = no result given; & = joins results of further samples.

SMILES	C diff growth	KDM4C inh	Tcruzi prolif	Pf Dd2 growth
Cc1ccc(S(=O)(=O)Nc2ccc3c(c2)C(=O)N([C@H](C)CO)C[C@@H](C)[C@H](CN(C)C(=O)Nc2ccc(F)cc2)OCCCC[C@@H](C)O3)cc1	.	1.9	98.4*	-85.3*
Cc1noc(C)c1NC(=O)Nc1ccc2c(c1)C(=O)N([C@H](C)CO)C[C@H](C)[C@H](CN(C)S(=O)(=O)c1ccc(F)cc1)O2	15.3	4.1	6.6	-23.3
CNC(=O)C[C@@H]1CC[C@H]2[C@@H](COC[C@H](O)CN2Cc2ccc(Cl)c(Cl)c2)O1	56.7&1.1	0.9	17.9	33.0
C[C@H](CO)N1C[C@H](C)[C@@H](CN(C)Cc2ccc(C(=O)O)cc2)Oc2ccc(NC(=O)Nc3ccc4c(c3)OCO4)cc2CC1=O	-6.9	1.4	12.4	2.6
COc1ccc(NC(=O)N(C)C[C@H]2Oc3c(NC(=O)C4CCOCC4)cccc3C(=O)N([C@H](C)CO)C[C@@H]2C)cc1	2.4	1.4	53.8	10.6
C[C@@H]1CN([C@H](C)CO)S(=O)(=O)c2ccc(C3=CCCC3)cc2O[C@H]1CN(C)C(=O)CC1CC1	3.0	-5.0	35.1	-20.9
O=C(Nc1ccc(F)cc1)N[C@@H]1CC[C@H](CCn2cc(C3(O)CCCC3)nn2)O[C@H]1CO	0.7	2.3	20.0	-51.1
C[C@@H]1CN([C@H](C)CO)S(=O)(=O)c2ccc(-c3ccc(F)cc3)cc2O[C@H]1CN(C)C(=O)C1CCOCC1	-2.8	-0.1	26.7	-6.5
O=S(=O)(NCC[C@H]1CC[C@@H](NS(=O)(=O)c2ccccc2Cl)[C@@H](CO)O1)c1ccc(Cl)cc1	.	1.0	-20.1	-17.6
CNC[C@@H]1OCCCC[C@@H](C)Oc2ccc(NS(=O)(=O)c3ccc(OC)cc3)cc2C(=O)N([C@H](C)CO)C[C@H]1C	0.8	-0.1	35.3	-35.8

Looked up by structure from the entries so far, four records:
SMILES	C diff growth	KDM4C inh	Tcruzi prolif	Pf Dd2 growth
Cc1noc(C)c1NC(=O)Nc1ccc2c(c1)C(=O)N([C@H](C)CO)C[C@H](C)[C@H](CN(C)S(=O)(=O)c1ccc(F)cc1)O2	15.3	4.1	6.6	-23.3
COc1ccc(NC(=O)N(C)C[C@H]2Oc3c(NC(=O)C4CCOCC4)cccc3C(=O)N([C@H](C)CO)C[C@@H]2C)cc1	2.4	1.4	53.8	10.6
C[C@H](CO)N1C[C@H](C)[C@@H](CN(C)Cc2ccc(C(=O)O)cc2)Oc2ccc(NC(=O)Nc3ccc4c(c3)OCO4)cc2CC1=O	-6.9	1.4	12.4	2.6
C[C@@H]1CN([C@H](C)CO)S(=O)(=O)c2ccc(C3=CCCC3)cc2O[C@H]1CN(C)C(=O)CC1CC1	3.0	-5.0	35.1	-20.9

New compounds follow:
SMILES	C diff growth	KDM4C inh	Tcruzi prolif	Pf Dd2 growth
CCCNC(=O)C[C@@H]1CC[C@H]2[C@@H](COC[C@@H](O)CN2C(=O)Nc2ccccc2OC)O1	.	0.3	-34.0	3.0
O=C1CNC[C@@H]2[C@@H](c3ccc(C4=CCCC4)cc3)[C@H](CO)N12	0.2	1.1	.	-35.7
COc1ccc(NC(=O)Nc2ccc3c(c2)C(=O)N([C@H](C)CO)C[C@@H](C)[C@H](CN(C)C(=O)Nc2c(C)noc2C)O3)cc1	.	-0.3	-20.6	26.2
C[C@@H]1CN([C@@H](C)CO)C(=O)c2cc(NC(=O)Cc3cn(C)c4ccccc34)ccc2O[C@H]1CN(C)Cc1ccc2c(c1)OCO2	-1.2	-4.0	.	-20.5
C[C@H]1CN([C@@H](C)CO)C(=O)c2cccc(NC(=O)Nc3ccc(C(F)(F)F)cc3)c2O[C@H]1CN(C)S(=O)(=O)c1ccc(Cl)cc1	.	.	78.4	-68.0
C[C@H]1CN([C@@H](C)CO)C(=O)Cc2cc(NS(=O)(=O)c3cn(C)cn3)ccc2O[C@H]1CN(C)Cc1ccc(C(=O)O)cc1	-1.9	0.4	26.3	24.0
CCCC(=O)Nc1ccc2c(c1)OC[C@H](C)N(Cc1ccccn1)C[C@@H](C)[C@H](OC)CN(C)C2=O	-1.9	0.6	-19.0	19.3
CC(C)NC(=O)N(C)C[C@H]1Oc2cc(-c3ccccc3F)ccc2S(=O)(=O)N([C@@H](C)CO)C[C@H]1C	-17.4	1.3	-0.3	.
CO[C@@H]1CN(C)C(=O)c2cc(NS(=O)(=O)c3ccccc3C)ccc2OC[C@@H](C)N(S(C)(=O)=O)C[C@H]1C	.	0.3	10.5	-3.0
C[C@@H]1CN([C@@H](C)CO)C(=O)c2cc(NC(=O)NC3CCCCC3)ccc2O[C@@H](C)CCCCO[C@H]1CN(C)S(=O)(=O)c1ccc(F)cc1	12.6	1.3	?	-54.6
CO[C@@H]1CC[C@@H]2CCOc3c(C#N)cccc3C(=O)N(C)CC3(CCCCC3)CC(=O)N(C)C[C@H]1O2	.	1.2	21.3	-13.0
O=C(N[C@@H]1CC[C@@H](CCNS(=O)(=O)c2ccc(Cl)cc2)O[C@@H]1CO)c1cccnc1	4.0	1.2	-40.1	15.2
C[C@H](CO)N1C[C@H](C)[C@H](CN(C)S(=O)(=O)c2cccs2)Oc2ccc(NC(=O)Nc3ccc(C(F)(F)F)cc3)cc2C1=O	8.3	-0.1	114.9*	3.5
CNC(=O)C[C@H]1CC[C@@H]2[C@@H](COc3ccc(NC(=O)c4ccccc4OC)cc3C(=O)N2C)O1	7.0	-0.9	-9.2	-31.6
COc1ccc(CN(C)C[C@@H]2Oc3ccc(NC(=O)C4CCCCC4)cc3C(=O)N([C@H](C)CO)C[C@@H]2C)cc1	-1.2	2.6	6.8	0.5
C[C@@H]1CCCCO[C@H](CN(C)S(=O)(=O)c2ccccc2)[C@@H](C)CN([C@@H](C)CO)C(=O)c2cc(NC(=O)C3CCCCC3)ccc2O1	-2.2	0.7	44.7	-80.4*
C[C@@H]1CCCCO[C@@H](CN(C)Cc2ccc(Cl)c(Cl)c2)[C@H](C)CN([C@@H](C)CO)C(=O)c2cc(NS(=O)(=O)c3ccccc3)ccc2O1	7.3	-1.4	100.1	-42.5
C/C=C/c1ccc([C@@H]2[C@@H](CO)N[C@@H]2CN(C)S(=O)(=O)c2ccccc2)cc1	19.0	-2.9	13.5	-6.3
C[C@@H]1CN([C@@H](C)CO)C(=O)c2cc(NC(=O)c3ccncc3)ccc2O[C@@H](C)CCCCO[C@@H]1CN(C)C(=O)Nc1ccccc1	-1.3	-0.2	26.9	-57.2
Cc1ccc(S(=O)(=O)N(C)C[C@@H]2Oc3ccc(NC(=O)NC(C)C)cc3C(=O)N([C@H](C)CO)C[C@@H]2C)cc1	-3.3	-2.4	-6.2	17.5
CC(C)c1cn(CC[C@H]2CC[C@H](NC(=O)C3CCC3)[C@@H](CO)O2)nn1	0.1	0.4	.	-2.9
COCC(=O)N1CC2(CCN(Cc3ccccc3Cl)CC2)c2c([nH]c3cc(OC)ccc23)[C@@H]1CO	0.1	1.0	.	-48.3
CCNC(=O)C[C@@H]1CC[C@@H]2[C@H](COC[C@@H](O)CN2C(=O)c2ccccn2)O1	1.0&-7.4	-5.6	-82.9	13.3
C[C@@H]1CN([C@H](C)CO)C(=O)c2cccc(NC(=O)CCCCCC(=O)Nc3ccccc3N)c2O[C@@H]1CN(C)Cc1ccncc1	2.7	0.9	.	30.9
C[C@H]1CN([C@@H](C)CO)S(=O)(=O)c2ccc(-c3cccc(C#N)c3)cc2O[C@H]1CN(C)C(=O)Nc1cc(F)ccc1F	3.8	1.0	.	-17.7
CC(C)NC(=O)N(C)C[C@@H]1Oc2c(NC(=O)Nc3ccc(F)cc3)cccc2C(=O)N([C@H](C)CO)C[C@H]1C	-2.3	-1.1	.	2.0
CS(=O)(=O)N1[C@H](CO)[C@@H](c2ccc(C#CC3CCCC3)cc2)[C@@H]1C#N	4.3	-4.2	88.9	-2.7
Cc1noc(C)c1NC(=O)Nc1ccc2c(c1)C(=O)N([C@@H](C)CO)C[C@@H](C)[C@H](CN(C)Cc1ccc(C(F)(F)F)cc1)O2	-1.3	2.8	-5.0	4.6
N#C[C@H]1[C@H](c2ccccc2-c2cccc(F)c2)[C@@H](CO)N1C(=O)C1CCCCC1	10.4	-0.8	.	18.1
Cc1noc(C)c1NC(=O)N(C)C[C@@H]1Oc2ccc(NC(=O)C3CCCCC3)cc2CC(=O)N([C@@H](C)CO)C[C@H]1C	1.3	0.5	22.6	-15.9

Reprinted from above for reference:
SMILES	C diff growth	KDM4C inh	Tcruzi prolif	Pf Dd2 growth
CC(C)c1cn(CC[C@H]2CC[C@H](NC(=O)C3CCC3)[C@@H](CO)O2)nn1	0.1	0.4	.	-2.9
COCC(=O)N1CC2(CCN(Cc3ccccc3Cl)CC2)c2c([nH]c3cc(OC)ccc23)[C@@H]1CO	0.1	1.0	.	-48.3
CCNC(=O)C[C@@H]1CC[C@@H]2[C@H](COC[C@@H](O)CN2C(=O)c2ccccn2)O1	1.0&-7.4	-5.6	-82.9	13.3
C[C@@H]1CN([C@H](C)CO)C(=O)c2cccc(NC(=O)CCCCCC(=O)Nc3ccccc3N)c2O[C@@H]1CN(C)Cc1ccncc1	2.7	0.9	.	30.9
C[C@H]1CN([C@@H](C)CO)S(=O)(=O)c2ccc(-c3cccc(C#N)c3)cc2O[C@H]1CN(C)C(=O)Nc1cc(F)ccc1F	3.8	1.0	.	-17.7

Next records follow.
SMILES	C diff growth	KDM4C inh	Tcruzi prolif	Pf Dd2 growth
Cc1ccc(S(=O)(=O)N(C)C[C@H]2OCCCC[C@H](C)Oc3ccc(NC(=O)Nc4ccc5c(c4)OCO5)cc3C(=O)N([C@H](C)CO)C[C@H]2C)cc1	.	-1.4	.	-73.4
C[C@@H]1CCCCO[C@H](CN(C)C(=O)Nc2ccc(C(F)(F)F)cc2)[C@H](C)CN([C@H](C)CO)C(=O)c2cc(NC(=O)Nc3ccc(F)cc3)ccc2O1	4.5	0.5	117.2*	-81.1*
COc1ccc(NC(=O)N(C)C[C@@H]2Oc3ccc(NS(=O)(=O)c4ccccc4)cc3CC(=O)N([C@@H](C)CO)C[C@@H]2C)cc1	-1.9	0.5	19.0	27.9
C[C@H]1CN([C@@H](C)CO)C(=O)Cc2cc(N(C)C)ccc2O[C@H]1CN(C)C(=O)Nc1ccc(C(F)(F)F)cc1	-2.6	-1.0	27.8	-0.6
C[C@@H]1CN([C@@H](C)CO)S(=O)(=O)c2ccc(-c3cncnc3)cc2O[C@H]1CN(C)Cc1cccnc1	4.1	3.7	8.7	14.0
C[C@@H]1CN([C@H](C)CO)C(=O)c2c(c3ccccc3n2C)-c2ccccc2CO[C@H]1CN(C)S(=O)(=O)c1ccc(C(F)(F)F)cc1	-1.5	-1.6	.	-89.3*
C[C@H]1CN([C@@H](C)CO)C(=O)Cc2cc(NC(=O)CCN3CCOCC3)ccc2O[C@H]1CN(C)Cc1ccc(Cl)c(Cl)c1	-9.2	9.6	3.8	-9.0
C[C@H](CO)N1C[C@H](C)[C@H](CN(C)Cc2cccnc2)Oc2ncc(C#Cc3ccccn3)cc2C1=O	1.1	-0.2	6.4	4.7
CO[C@@H]1CN(C)C(=O)c2ccc(NS(=O)(=O)c3ccc(C)cc3)cc2OC[C@H](C)N(Cc2nccs2)C[C@@H]1C	.	-0.2	0.7	-8.9
O=C(c1ccc(F)cc1)N1CC(=O)N2[C@@H](CO)[C@H](c3ccc(C#CC4CCCC4)cc3)[C@@H]2C1	18.3	-0.6	.	-22.9
C[C@H](CO)N1C[C@H](C)[C@@H](CN(C)Cc2ccccc2)Oc2ncc(/C=C/c3ccccc3)cc2C1=O	9.3	0.9	70.6	-34.3
CCC(=O)Nc1ccc2c(c1)C(=O)N(C)[C@@H]1CC[C@@H](CC(=O)NCC3CCCCC3)O[C@@H]1CO2	-8.1	1.4	-10.0	5.5

Shown with two lines to a compound: 2 of the compounds above.
Screens in order: C diff growth	KDM4C inh	Tcruzi prolif	Pf Dd2 growth
CO[C@@H]1CN(C)C(=O)c2ccc(NS(=O)(=O)c3ccc(C)cc3)cc2OC[C@H](C)N(Cc2nccs2)C[C@@H]1C
    .	-0.2	0.7	-8.9
O=C(N[C@@H]1CC[C@@H](CCNS(=O)(=O)c2ccc(Cl)cc2)O[C@@H]1CO)c1cccnc1
    4.0	1.2	-40.1	15.2
